Source: PubChem
CXCR6 block = inhibitors of human CXCR6 receptor | actives 0.36% (n = 360,000) | O00574 | inhibition, % at 20 µM | CHO-K1 PathHunter CXCR6 beta-arrestin, luminescence; in the data active = inhibition above about 34%, passing the limit was not always enough;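 note: antagonist mode with CXCL16 agonist at 10 nM final; 0% = 10 nM CXCL16 with DMSO and 100% = unstimulated wells without agonist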
Target sequence (O00574 whole entry, looked up): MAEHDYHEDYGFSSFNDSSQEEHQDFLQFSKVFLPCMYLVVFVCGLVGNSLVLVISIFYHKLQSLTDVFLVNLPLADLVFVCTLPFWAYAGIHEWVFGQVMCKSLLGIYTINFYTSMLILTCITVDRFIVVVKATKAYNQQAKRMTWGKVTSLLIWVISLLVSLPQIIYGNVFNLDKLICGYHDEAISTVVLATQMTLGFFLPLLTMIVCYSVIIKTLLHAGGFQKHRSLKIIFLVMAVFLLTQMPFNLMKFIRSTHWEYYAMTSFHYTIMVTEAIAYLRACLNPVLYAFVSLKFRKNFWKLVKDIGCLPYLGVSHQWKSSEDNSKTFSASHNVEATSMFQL
EBI2 block = antagonists of human EBI2 receptor | P32249 | EBI2 beta-arrestin recruitment, luminescence, 7a,25-OHC stimulated | inhibition, % at 5 µM | actives 0.81% (n = 360,000) | AID 651636; in the data active = inhibition above about 38%;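 note: enzyme fragment complementation signal reports receptor beta-arrestin coupling in cells; 0% = agonist plus DMSO wells and 100% = wells without agonist; some results beyond the cut were filed as inactive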
Target sequence (P32249 whole entry, looked up, the tested form may be a part): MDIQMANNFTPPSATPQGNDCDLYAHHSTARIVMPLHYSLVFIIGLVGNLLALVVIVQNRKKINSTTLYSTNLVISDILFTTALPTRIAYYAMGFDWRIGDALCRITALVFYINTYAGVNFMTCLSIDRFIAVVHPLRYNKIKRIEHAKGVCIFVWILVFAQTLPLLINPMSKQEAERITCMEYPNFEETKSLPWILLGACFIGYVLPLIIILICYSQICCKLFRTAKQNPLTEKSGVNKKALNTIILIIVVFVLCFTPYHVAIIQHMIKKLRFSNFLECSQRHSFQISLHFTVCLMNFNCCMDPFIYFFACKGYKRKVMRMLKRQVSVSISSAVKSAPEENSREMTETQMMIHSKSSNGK
The depositor's hits bear a star. Some of the compounds tested (hit frequency here may not be typical).

1	N#Cc1cccnc1N1CCN(C(c2ccnc3ccccc23)c2nnnn2-c2ccc3c(c2)OCCO3)CC1 (stereo not given)
2	Cc1c(C(=O)NCCC#N)sc(=O)n1Cc1ccccc1F
3	CC(C)CC(N)c1csc(Nc2ccc(C(F)(F)F)cn2)n1 (stereo not given)
4	CCCCN(C)c1c(C)nc2ccc(C(=O)N(CC)CCN(C)C)cn12
5	CC(C)Oc1cccc(NC(=O)C2(C)CCCN2C(=O)C(C)C)c1 (stereo not given)
6	Cc1ccccc1NC(=O)Nc1nc(C(N)Cc2ccccc2)cs1 (stereo not given)
7	O=C(COc1ccc(Cl)cc1Cl)NCCN1CCCC1
8	CCc1cccc(CC)c1N1C(=O)C2=C(SCCCS2)C1=O
Compound | 1 | 2 | 3 | 4 | 5 | 6 | 7 | 8
CXCR6 block | -1 | 3 | -9 | 4 | 2 | -12 | -8 | 2
EBI2 block | 0 | -1 | -11 | -3 | -13 | -12 | -16 | -2

9	COc1ccc([C@H]2N[C@]3(CCCN(Cc4ccco4)C3=O)[C@H]3C(=O)N(C)C(=O)[C@@H]23)cc1
10	COc1cccc(Nc2ncnc3ccc(Br)cc23)c1
11	O=C(COC(=O)c1c(F)cccc1F)Nc1cccc(S(=O)(=O)N2CCCCC2)c1
12	O=C(CN1CCN(Cc2ccccc2)CC1)Nc1cccc(Cl)c1Cl
13	COc1ccc(C(=O)N2CCCC2(C)C(=O)O)cc1C(F)(F)F (stereo not given)
14	Cc1ccc(CNC(=O)c2ccc(S(=O)(=O)N3CCCCCC3)cc2)cc1
15	OC[C@H]1O[C@@H](c2nc(-c3ccc4c(c3)CCO4)no2)[C@H](O)[C@@H](O)[C@H]1O
16	CC(=O)NC(c1cccc(F)c1)c1nc(-c2cnn(C)c2)cs1 (stereo not given)
Compound | 9 | 10 | 11 | 12 | 13 | 14 | 15 | 16
CXCR6 block | 0 | -5 | -8 | 1 | -3 | 3 | 8 | 0
EBI2 block | -6 | -2 | -11 | -1 | -15 | 72* | -7 | -12

17	Cc1noc(C)c1-c1ccc(C(=O)NC2CCCCC2)c2occc12
18	COc1ccc(C(=O)N2C=Cc3ccccc3C2C#N)cc1 (stereo not given)
19	Cc1ccc([C@H]2N[C@]3(CCCN(Cc4ccco4)C3=O)[C@H]3C(=O)N(Cc4ccccc4)C(=O)[C@@H]23)cc1
20	Cn1cnc(S(=O)(=O)N2CCCCC2c2cc(C(=O)NCc3ccc(Cl)c(Cl)c3)no2)c1 (stereo not given)
21	Cc1ccc(S(=O)(=O)NC(=O)C2(C)CCN2C(=O)Cc2ccc(-c3ccccc3)cc2)nc1 (stereo not given)
22	C[C@H](CO)N1C[C@H](C)[C@H](CN(C)C(=O)Nc2ccccc2)OCc2cnnn2CCCC1=O
23	Cc1ccccc1-c1cc2nc(Oc3cccc4ccccc34)n(C)c(=O)c2s1
24	Cc1ccc(F)c(S(=O)(=O)NC(=O)C2(C)CCN2C(=O)Cc2cccs2)c1 (stereo not given)
Compound | 17 | 18 | 19 | 20 | 21 | 22 | 23 | 24
CXCR6 block | -6 | 2 | 0 | 4 | -10 | 1 | -3 | 4
EBI2 block | -12 | -8 | -1 | 8 | -1 | -2 | 8 | -10

Three entries already listed, ordered by the number in CXCR6 block, ascending.
17	Cc1noc(C)c1-c1ccc(C(=O)NC2CCCCC2)c2occc12
22	C[C@H](CO)N1C[C@H](C)[C@H](CN(C)C(=O)Nc2ccccc2)OCc2cnnn2CCCC1=O
2	Cc1c(C(=O)NCCC#N)sc(=O)n1Cc1ccccc1F
Compound | 17 | 22 | 2
CXCR6 block | -6 | 1 | 3
EBI2 block | -12 | -2 | -1

(cont.)
25	COc1cccc(S(=O)(=O)N(C)C[C@H]2OCc3cnnn3CCCC(=O)N([C@@H](C)CO)C[C@H]2C)c1
26	CN(C(=O)COC(=O)c1cccc(S(=O)(=O)N2CCCCCC2)c1)c1ccccc1
27	CCCCn1nnnc1C(c1ccccc1)N1CCN(c2ccc(C(F)(F)F)cc2[N+](=O)[O-])CC1 (stereo not given)
28	CC(=O)Nc1cc(-c2ccc(F)cc2)cn2c(-c3ccc(F)cc3)cnc12
29	COc1ccc(OC)c(C(=O)CCCCC(=O)c2cc(OC)ccc2OC)c1
30	C[C@H](CO)N1C[C@H](C)[C@H](CN(C)C(=O)c2ccccc2)Oc2cc(Br)ccc2S1(=O)=O
31	COC(=O)c1cc(=O)nc(NN=C2c3ccccc3-c3ccccc32)s1
32	CC(C)CNC(=O)C1(C)CCCN1C(=O)c1ccc2c(c1)CCO2 (stereo not given)
Compound | 25 | 26 | 27 | 28 | 29 | 30 | 31 | 32
CXCR6 block | -3 | 7 | 8 | -2 | 11 | 1 | 19 | 11
EBI2 block | -2 | 4 | 24 | 30 | 13 | -2 | -1 | 1

Continued; the last four above are carried over.
29	COc1ccc(OC)c(C(=O)CCCCC(=O)c2cc(OC)ccc2OC)c1
30	C[C@H](CO)N1C[C@H](C)[C@H](CN(C)C(=O)c2ccccc2)Oc2cc(Br)ccc2S1(=O)=O
31	COC(=O)c1cc(=O)nc(NN=C2c3ccccc3-c3ccccc32)s1
32	CC(C)CNC(=O)C1(C)CCCN1C(=O)c1ccc2c(c1)CCO2 (stereo not given)
33	O=C(O)C(=Cc1ccccc1[N+](=O)[O-])c1ccc2c(c1)OCO2
34	CC(C)Nc1ncnc2c1ncn2[C@H]1CN(C2CCCC2)C[C@@H](CO)O1
35	COc1ccccc1CNC(=O)c1cc(-c2cc(F)ccc2OC(C)C)n[nH]1
36	CCCNC(=O)C1(C)CCCN(C(=O)c2cc3ccccc3s2)C1 (stereo not given)
37	CCCNC(=O)C1(C)CCN(Cc2cc(C(F)(F)F)ccc2Cl)C1 (stereo not given)
38	CC(=O)Nc1ccc(CN(C)c2c(C)nc3ccc(C(=O)NCCc4ccccn4)cn23)cc1
39	O=C1CCCN1CCCNc1nc(NCc2ccccc2)nc2ccsc12
40	CN1CCN(c2ccc(CNC(=O)C3Cc4c(-c5ccccc5Oc5ccccc5)ccnc4O3)cc2)CC1 (stereo not given)
Compound | 29 | 30 | 31 | 32 | 33 | 34 | 35 | 36 | 37 | 38 | 39 | 40
CXCR6 block | 11 | 1 | 19 | 11 | 0 | -4 | 0 | 3 | 9 | 5 | -10 | 16
EBI2 block | 13 | -2 | -1 | 1 | 2 | -12 | -24 | -5 | -14 | -14 | -15 | 3

41	O=C(NCc1nnnn1-c1ccc(Cl)cc1)c1ccc([N+](=O)[O-])o1
42	CCCNC(=O)C1(C)CCN(Cc2ccc(OC)c3ccccc23)C1 (stereo not given)
43	C#CCNC(=O)C[C@@H]1C[C@@]2(C(=O)OCC)CCC=C2N(Cc2ccc(Cl)cc2Cl)C1=O
44	O=C(C[n+]1cccc(C(=O)Nc2ccccc2)c1)c1ccccc1
45	CC1(C(=O)Nc2cccc3cccnc23)CCN1Cc1csc2ccccc12 (stereo not given)
46	Cc1ccc2nc(CN(C)C(=O)[C@H]3O[C@@H](n4ccc(=O)[nH]c4=O)[C@H](O)[C@@H]3O)[nH]c2c1
47	Cc1cc2oc(=O)cc(CN(C)Cc3ccccc3)c2cc1C
48	CCCCn1c(N)c(N(C)C(=O)CCCn2c(=O)oc3ccccc32)c(=O)[nH]c1=O
Compound | 41 | 42 | 43 | 44 | 45 | 46 | 47 | 48
CXCR6 block | -25 | 2 | -7 | 7 | 2 | -3 | -11 | 6
EBI2 block | -12 | 3 | 7 | -1 | 13 | -1 | 6 | -3

49	Cc1ccc(F)cc1C(=O)N1CCCC(c2cc(C(=O)NCc3ccccc3)no2)C1 (stereo not given)
50	COc1ccc([C@H]2C[C@@H](n3cc(COC(=O)c4ccccc4)nn3)[C@H](O)CN2C(=O)c2cccs2)cc1
51	COc1ccc(C(=O)COC(=O)C2COc3ccccc3O2)c(OC)c1 (stereo not given)
52	COC(=O)[C@]12CCCCC=C1N(Cc1ccccc1)C(=O)[C@H](CC(=O)NCCCN1CCCC1=O)C2
53	COc1ccc2c(c1)C(C)(Cc1ccc(C(=O)c3ccccc3)cc1)C(=O)N2 (stereo not given)
54	Cc1ccc([C@H]2C[C@@H](O)[C@H](n3cc(C4CC4)nn3)CN2C(=O)c2cccs2)cc1
55	O=C(NC(c1ccccc1)c1ccsc1)C1CCN(Cc2ccccc2)CC1 (stereo not given)
56	COCCNC(=O)C1CCCN(Cc2ccccc2Cl)CC1 (stereo not given)
Compound | 49 | 50 | 51 | 52 | 53 | 54 | 55 | 56
CXCR6 block | 0 | 6 | 3 | -3 | -2 | 2 | 12 | -13
EBI2 block | 2 | 8 | 0 | -9 | 3 | -2 | -8 | 1

57	CCc1cnc(Nc2nc(C(N)Cc3ccc(F)cc3)cs2)nc1 (stereo not given)
58	COc1cccc(CNc2nc3cc(-c4ccc(OC)c(OC)c4)sc3c(=O)n2C)c1
59	COc1ccc(CN(C)C(=O)C2CSC3(C)CCC(=O)N23)c(OC)c1 (stereo not given)
60	O=C(Nc1nnc([C@H]2C[C@H](O)[C@@H](CO)O2)s1)Nc1cccc2c1CCCC2
61	CCO/C(C)=N/Oc1cccc(N(C)C)c1
62	COc1ccc(NC(=O)C2Cc3c(-c4ccccc4)ccnc3O2)cc1OC (stereo not given)
63	C[C@H](CO)N1C[C@H](C)[C@@H](CN(C)C(=O)Nc2ccc(F)cc2)Oc2ncc(-c3ccc(F)cc3)cc2C1=O
64	O=C1C=C(c2ccccc2Oc2ccccc2)C[C@@H](c2ccc(F)cc2)C1
Compound | 57 | 58 | 59 | 60 | 61 | 62 | 63 | 64
CXCR6 block | -9 | 0 | -1 | 0 | -15 | -14 | 0 | 6
EBI2 block | -1 | 6 | -7 | -16 | -12 | -21 | -5 | 9

Complete entries, looked up by structure. Screens in order: CXCR6 block | EBI2 block
`O=C1C=C(c2ccccc2Oc2ccccc2)C[C@@H](c2ccc(F)cc2)C1` as listed: 6 | 9
`COc1cccc(CNc2nc3cc(-c4ccc(OC)c(OC)c4)sc3c(=O)n2C)c1` as listed: 0 | 6

The listing continues:
65	O=Cc1cn(-c2ccccc2)nc1-c1cccc([N+](=O)[O-])c1
66	CSc1nc2nc(Cl)c(Cl)nc2[nH]1
67	CC1=C(C(=O)N(C(C)C)C(C)C)CC(CC(=O)NCC2CCCCC2)C(=O)N1Cc1ccc(C(C)(C)C)cc1 (stereo not given)
68	Cc1cc(C)cc(Cn2cc(CN3CC(N(C)C)CS3(=O)=O)nn2)c1 (stereo not given)
69	CC(C)C[C@H]1CNC(=O)C(=O)N1C[C@H]1CCCN1C[C@H](Cc1ccc(O)cc1)N1C[C@H](CC(C)C)N(CC2CCCCCC2)C(=O)C1=O
70	Cc1noc(C)c1-c1ccc(C(=O)NCc2cccc(Cl)c2)c2occc12
71	CC1(C(=O)NS(=O)(=O)c2ccccc2Cl)CCN1C(=O)c1cccc2ccccc12 (stereo not given)
72	Cc1ccc(S(=O)(=O)N(C)c2ccc(C(=O)NCC(c3ccccc3)N3CCCC3)cc2)cc1 (stereo not given)
Compound | 65 | 66 | 67 | 68 | 69 | 70 | 71 | 72
CXCR6 block | 4 | 8 | 29 | -4 | 9 | 3 | 6 | 17
EBI2 block | 6 | 2 | 16 | -13 | 11 | 21 | -9 | 2

73	O=C(/C=C/[C@H]1O[C@@H](n2cnc3c(NC(=O)c4ccccc4)ncnc32)[C@H](O)[C@@H]1O)NCC1CCCCC1
74	Cc1cc(F)ccc1C(O)c1ncc(-c2cccc3ccccc23)[nH]1 (stereo not given)
75	Cc1c(Cc2ccccc2)[n+](=O)c2ccccc2n1[O-]
76	COC(=O)c1ccc2nc(-c3ccc(F)cc3)c(Cc3ccccc3OC)n2c1
77	Fc1cccc(Cc2c(-c3ccccc3)nc3ccc(Br)cn23)c1
78	CC(=O)Nc1cc(-c2ccncc2)cn2c(-c3ccccc3)cnc12
79	COc1ccc(Cl)cc1Cn1c(C)c(C(=O)N(C)Cc2ccc(F)cc2)sc1=O
80	CCOC(=O)c1ccc(Nc2ccc(C(C)=O)cc2)cc1
Compound | 73 | 74 | 75 | 76 | 77 | 78 | 79 | 80
CXCR6 block | -2 | 2 | 0 | 17 | 8 | 7 | 2 | -8
EBI2 block | -16 | 5 | -7 | 22 | -5 | 7 | 0 | -3

Reprinted from the part before: three compounds; new compounds follow.
78	CC(=O)Nc1cc(-c2ccncc2)cn2c(-c3ccccc3)cnc12
79	COc1ccc(Cl)cc1Cn1c(C)c(C(=O)N(C)Cc2ccc(F)cc2)sc1=O
80	CCOC(=O)c1ccc(Nc2ccc(C(C)=O)cc2)cc1
81	COC(=O)c1ccc2nc(C3CCCCC3)c(Cc3ccc(OC)cc3C)n2c1
82	O=C(Nc1ccccc1)c1cc(C2CCCCN2C(=O)OCCF)on1 (stereo not given)
83	OC(c1ccccc1)(c1nc(/C=C/c2ccccc2)cs1)C(F)(F)F (stereo not given)
84	OCc1ccccc1-c1nc(NCc2ccccc2)nc2ccsc12
85	Cc1c(C(=O)NCc2ccc(Cl)c(Cl)c2)sc(=O)n1Cc1ccccc1F
86	O=C(NCc1cccc(C(F)(F)F)c1)c1c[nH]c(=O)s1
Compound | 78 | 79 | 80 | 81 | 82 | 83 | 84 | 85 | 86
CXCR6 block | 7 | 2 | -8 | 9 | 2 | 4 | -5 | 7 | -2
EBI2 block | 7 | 0 | -3 | 9 | 1 | 27 | 0 | 9 | -2
